mcGAS MS inh: inhibitors of Mus musculus cyclic GMP-AMP synthase, initial high-throughput assay, cell-free, RapidFire MS | recombinant mouse cGAS, cGAMP by RapidFire MS | inhibition, % at 12.5 µM | hit rate 0.18% among 130,000 | AID 1259397, 2018;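 active means inhibition of cGAS enzyme activity at or above 60%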;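 further: enzyme stimulated by 45 bp dsDNA with ATP and GTP substrates; cGAMP share of summed cGAMP plus half ATP and half GTP signals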
Target sequence (Q8C6L5 whole entry, looked up): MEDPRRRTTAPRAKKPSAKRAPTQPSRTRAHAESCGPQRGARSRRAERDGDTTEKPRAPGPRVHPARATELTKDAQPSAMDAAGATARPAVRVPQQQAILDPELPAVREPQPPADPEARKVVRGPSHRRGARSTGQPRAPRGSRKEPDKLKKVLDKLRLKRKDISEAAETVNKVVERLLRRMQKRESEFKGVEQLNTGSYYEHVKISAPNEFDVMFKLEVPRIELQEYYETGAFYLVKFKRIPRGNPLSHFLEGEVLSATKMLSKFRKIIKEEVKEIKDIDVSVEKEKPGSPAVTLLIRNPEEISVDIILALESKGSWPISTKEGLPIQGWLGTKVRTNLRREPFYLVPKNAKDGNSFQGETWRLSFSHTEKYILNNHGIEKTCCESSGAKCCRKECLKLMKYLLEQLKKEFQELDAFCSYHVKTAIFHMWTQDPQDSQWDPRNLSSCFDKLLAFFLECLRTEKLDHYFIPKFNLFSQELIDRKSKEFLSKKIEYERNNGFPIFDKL
Numbers without * were called inactive.

SMILES	mcGAS MS inh
CCC(CC)C(O)CNC(=O)Cc1c[nH]c2ncccc12 (configuration not stated)	-4
O=C(O)c1ccc([C@H]2CN(Cc3cc(Br)cs3)C[C@@H]2O)cc1	-7
CNc1nc(Nc2ccc(C)cc2C)c2nccnc2n1	-15
O=C(NCc1cccnc1-n1ccnc1)c1cn2ccsc2n1	-14
O=C(O)c1cncnc1/C=C/c1ccccc1Br	6
CC1(C)C2CCC1(C)C(NC(=O)COc1ccccc1Cl)C2 (configuration not stated)	-9
CN(CCC(N)=O)Cc1ccc(Br)o1	-4
O=C(/C=C/c1cc(F)ccc1F)N1CCCC2(CCc3ccccc32)C1 (configuration not stated)	-5
Cc1c(C(=O)NCc2ccc3c(c2)n(C)c(=O)n3C)cnn1-c1ccccn1	-17
Cc1ccc(N2CC(=O)N=N2)cc1	2
c1ccc(NC2CCCN(Cc3ccc4c(c3)CCO4)C2)cc1 (configuration not stated)	-8
Cc1n[nH]c(C)c1CNC(=O)c1cccc(NCc2cccs2)c1	-19

The final 3 entries of the part before open the next one.
SMILES	mcGAS MS inh
Cc1ccc(N2CC(=O)N=N2)cc1	2
c1ccc(NC2CCCN(Cc3ccc4c(c3)CCO4)C2)cc1 (configuration not stated)	-8
Cc1n[nH]c(C)c1CNC(=O)c1cccc(NCc2cccs2)c1	-19
O=C(CCC1CCN(C(=O)C2CCCO2)CC1)N1CCC(Cc2ccccc2)CC1 (configuration not stated)	-7
O=C(CSc1nc2c(cnn2CCO)c(=O)[nH]1)Nc1nccs1	-31
Cc1cc(C)n(C(C)C(=O)NCc2ccc(N(C)C)c(C)c2)n1 (configuration not stated)	-9
COC(=O)c1ccc(Cn2c(C)c(C(=O)N(C)Cc3ccc(F)cc3)sc2=O)o1	0
CCC(Sc1nnc(CC(=O)Nc2ccccc2OC)n1C)C(=O)NC1CCCC1 (configuration not stated)	-3
COc1ccccc1N1CCN([C@H]2CN(C(=O)c3ccncc3)C[C@@H]2O)CC1	-25
COc1ccc(C(=O)CCCC(=O)Nc2ccc(NC(C)=O)cc2)cc1	-7
O=c1[nH]nc(Cc2cccnc2)n1Cc1cccs1	-11
COC(=O)C1=C(C)Nc2nc(SCC(C)C)[nH]c(=O)c2C1c1sccc1C (configuration not stated)	0
CC1(C(=O)NCc2cccs2)CCN1Cc1ccc2c(c1)OCCO2 (configuration not stated)	-3
Cc1[nH]nc2nc3c(c(-c4cc(C)n(C5CC5)c4C)c12)C(=O)CC(C)(C)C3	21
OC1(C(Cl)(Cl)Cl)NCCN1c1ccccc1 (configuration not stated)	16
CCN(C(=O)CSc1nc(C)nc2sc(C)c(C)c12)C1CCS(=O)(=O)C1 (configuration not stated)	-14
CCOc1cccc(NC(=O)C2CC(=O)N(C)C(=Nc3ccc(C)c(C)c3)S2)c1 (configuration not stated)	-7
Cc1cccc(C(N)=O)c1NC1CCN(c2ccc(C#N)cc2)C1=O (configuration not stated)	0
CC(C)(C)n1ncc2c(=O)n(NC(=O)c3cc([N+](=O)[O-])ccc3Cl)cnc21	-5
O=S(=O)(c1ccc(Br)cc1)n1cnc2ccccc21	-6
Cn1c(=O)[nH]c(=O)c2c1nc(CN(Cc1ccccc1)Cc1ccccc1)n2Cc1ccccc1F	2
Cc1cc(C(=O)OCc2nc(-c3cccs3)no2)c(C)n1C1CC1	3
CC(=O)NCC1=CCCN(Cc2noc(-c3ccccc3)n2)C1	-16
N#CC(c1ccccc1)C(O)C[n+]1ccc(N)cc1 (configuration not stated)	0
CC1(C(=O)NS(=O)(=O)c2ccccc2)CCN1C(=O)CCc1ccc(Cl)cc1Cl (configuration not stated)	4
CC1c2cc(Cl)cc(Cl)c2CCN1C(=O)c1ccc(C(N)=O)nc1 (configuration not stated)	8
Cn1nnc(SC/C=C/CSc2nnn(C)n2)n1	-3
O=C(CN1C(=O)c2ccccc2C1=O)Nc1ccccc1C(F)(F)F	3
Cc1[nH]ncc1CN[C@@H]1CCCC[C@H]1NC(=O)OC(C)(C)C	-3
O=C1CCCC(O)=C1N=Nc1ccc2c(c1)OCO2	-3
CC(NCCS(=O)(=O)c1cc(Cl)ccc1Cl)c1ccc(F)c(F)c1 (configuration not stated)	0
c1ccc(-c2ncn(CC3CCCO3)c2-c2cccn2-c2ncccn2)cc1 (configuration not stated)	-11
Cc1cccc(Cc2cnc(NC(=O)C3=COCCO3)s2)c1	4
O=C(O)C1CCCN1S(=O)(=O)c1ccc(Br)cc1 (configuration not stated)	-7
C[C@]12CC[C@@H]3c4ccc(OS(=O)(=O)O)cc4CC[C@H]3[C@@H]1CCC2=O	5
C=CCNC(=O)N1C[C@H]2OC(=O)N(CCc3ccc(OC)cc3)[C@H]2C1	-4
C=CCN(Cc1ccc(C)s1)C(=O)C(C)OC(C)C (configuration not stated)	-13
CCCc1cc(C(=O)N2CCN3C(=O)CN(C)C(=O)C3C2)n(C)n1 (configuration not stated)	-33
CCNC(=S)N1CCn2cccc2C1c1cc(OC)ccc1OC (configuration not stated)	-3
Cc1oc(-c2cccc(Cl)c2)nc1CN1CCCCC1c1cccnc1 (configuration not stated)	-7
O=C(Nc1cccc(-n2cccn2)c1)C1CCCN(Cc2cccnc2)C1 (configuration not stated)	1
COc1ccc(-n2ccnc2-c2nccn2CCn2cccn2)cc1	-18
CC(C)N(Cc1nnc(-c2ccccc2)o1)S(=O)(=O)c1ccccc1Br	-1
COC(=O)c1c(O)nc2cc(C)ccn2c1=O	-2
O=C(CCC1CCCCC1)NCc1ccc2c(c1)OCCO2	-11
O=C(CCN1CCCCO1)N1CCOC(CCCc2ccccc2)C1 (configuration not stated)	-6
Cc1nc(C)c(CNC(C)(CNC(=O)OC(C)(C)C)C2CC2)s1 (configuration not stated)	-40
COC(OC)C1(C)Nc2ccccc2C(=O)N1c1ccccc1Cl (configuration not stated)	-9
Cc1cc2c(n1-c1cccc(C(F)(F)F)c1)CCCC2NC(=O)CN1CSCC1=O (configuration not stated)	-4
CC(C)n1ccc(=O)nc1SCC1CCCCO1 (configuration not stated)	-3
COc1ccc(Cl)c2sc(N3CCN(C(=O)CS(=O)(=O)c4ccc(C)cc4)CC3)nc12	-2
CC(C)(C)NC(=O)/C=C/c1ccc(S(=O)(=O)Nc2ccccc2Cl)cc1	-11
CCN(C(=O)CN1CC(C)C(N2CCN(C(C)=O)CC2)C1)C1CC1 (configuration not stated)	-7
NC1=NC(=O)C(=Cc2ccc(F)cc2)S1	-2
CN(Cc1ccc(Cl)c(Cl)c1)C(=O)NCc1ccnc(N2CCCC2)c1	2
CCOc1ccc(NC(=O)c2cn(C)c3c(=O)n(-c4ccccc4)c(=O)[nH]c23)cc1	-15
Cc1ccc(C(=O)N2CCN(c3nc(C)cc(Nc4ccccc4)n3)CC2)cc1	-9
COC(=O)c1cc2n(n1)CCCN(CC(C)c1ccccc1)C2 (configuration not stated)	-10
CN1CCN(C)C2(CCN(C(=O)C3(c4ccc(Cl)cc4)CCC3)CC2)C1	-20
CCOCCOC(=O)Cn1cnc2c1c(=O)n(C)c(=O)n2C	-10
CCc1cc(-c2c(F)cccc2OC)ccc1NC(C)=O	-2
CC1(C(=O)NCc2ccccc2Br)CCN1Cc1c(F)cccc1F (configuration not stated)	-11
O=C(O)C1(C/C=C/c2ccccc2)CCCN(c2ncccn2)C1 (configuration not stated)	-2
Later entries.
SMILES	mcGAS MS inh
O=C1SCC(c2ccc(Cl)s2)=NN1Cc1nnc(-c2ccccc2)o1	-6
O=C(CN1C(=O)CSc2ccccc21)NC1COc2ccccc2C1 (configuration not stated)	12
CCOC(=O)C1=C(C)N=c2s/c(=C/c3ccc(Cl)cc3Cl)c(=O)n2C1c1cccs1 (configuration not stated)	-4
CCCC(=O)OCc1[nH]c(C(=O)OCC)c(C)c1C(=O)OCC	-1
Cc1noc2nc3c(c(C(=O)N4C[C@@H](N)C[C@H]4C(=O)NC(C)C)c12)CCC3	0
Cc1nc(N2CCN(c3ccccn3)CC2)nc2c1C(=O)CC(c1ccco1)C2 (configuration not stated)	-1
Cc1nn(C)c(C)c1C(C)C(=O)O (configuration not stated)	-3
CC1(C(=O)Nc2ccccc2)CCN1C(=O)CCC1CCCC1 (configuration not stated)	-20
Cc1cc(F)c2c(c1)CCCN2C(=O)C1CC(=O)N(C(C)C)C1 (configuration not stated)	-1
CC(C)NC(=O)[C@@H]1C[C@H](N)CN1C(=O)c1ccc(CN2CCCCCC2)cc1	-7
CCC(C)N(C(=O)CSc1nc(N)cc(=O)[nH]1)C1CCS(=O)(=O)C1 (configuration not stated)	-10
CCCCN(Cc1ccco1)C(=O)c1c(C)nn(CC)c1C	-4

An excerpt of these results, with values ahead of the structure:
mcGAS MS inh	Molecule
-7	CC(C)NC(=O)[C@@H]1C[C@H](N)CN1C(=O)c1ccc(CN2CCCCCC2)cc1
-6	O=C1SCC(c2ccc(Cl)s2)=NN1Cc1nnc(-c2ccccc2)o1
0	Cc1noc2nc3c(c(C(=O)N4C[C@@H](N)C[C@H]4C(=O)NC(C)C)c12)CCC3
-1	Cc1nc(N2CCN(c3ccccn3)CC2)nc2c1C(=O)CC(c1ccco1)C2 (configuration not stated)

Further entries follow:
SMILES	mcGAS MS inh
Cc1nc2ccccc2nc1CSC(C)C(=O)NC(C)(C)C (configuration not stated)	-6
CCCN(C(=O)CSc1ncn[nH]1)C1CCS(=O)(=O)C1 (configuration not stated)	-2
COCC1(C(=O)NC2CN(C)S(=O)(=O)c3ccsc32)CCC1 (configuration not stated)	-8
Cc1ccccc1C(=O)Nc1c2c(nn1C(C)(C)C)CS(=O)C2 (configuration not stated)	-4
Cc1cn2c3c(=O)n(C)c(=O)n(C)c3nc2n1Cc1c(F)cccc1Cl	-5
CCC1CN(Cc2nc(Cc3ccccc3)no2)CCN1CCOC (configuration not stated)	-15
Cc1ccc(C2c3c(oc4cc(C)c(C)cc4c3=O)C(=O)N2c2nccs2)cc1 (configuration not stated)	-7
CNc1cncc(-c2ccccc2F)n1	-4
O=[N+]([O-])c1c(Cl)ncnc1N1CCCCC1CO (configuration not stated)	-7
CCN(CC1CCOC1)C(=O)NCC1CCS(=O)(=O)C1 (configuration not stated)	-7
CCc1ccc(N=Nc2sc3nc4c(c(=O)n(C)c(=O)n4C)n3c2O)cc1	-10
Cn1nc(N)c2c1NC(=O)CC2c1ccco1 (configuration not stated)	-6

Arranged by value in mcGAS MS inh (falling): some entries from above.
SMILES	mcGAS MS inh
CCCN(C(=O)CSc1ncn[nH]1)C1CCS(=O)(=O)C1 (configuration not stated)	-2
CCN(CC1CCOC1)C(=O)NCC1CCS(=O)(=O)C1 (configuration not stated)	-7
CCc1ccc(N=Nc2sc3nc4c(c(=O)n(C)c(=O)n4C)n3c2O)cc1	-10

Additional entries.
SMILES	mcGAS MS inh
CCc1cc2c(SCC(=O)NC(C)C)ncnc2s1	-4
CCn1ncc(S(=O)(=O)N2CCC3(CCC(=O)N(C)CC3)CC2)c1C	-4
O=[N+]([O-])c1ccc(Sc2nc3ccccc3s2)nc1	-10
COc1ccc(C(=O)Nc2ccnn2C2CCN(Cc3cn(C)nc3C)CC2)cc1	-3
Cn1c(CNC(=O)C(C)(C)c2ccc(Cl)cc2)cc(=O)n(C)c1=O	-12
CC(NC(=O)c1cc2ccccc2o1)C1CC2CCC1C2 (configuration not stated)	-7
CC(=O)Nc1ccsc1-c1nc(CC2CCN(C)CC2)no1	-22
CN(C)S(=O)(=O)c1ccc(=O)n(CC(=O)N2CCSc3ccccc32)c1	0
O=C(CC(c1ccccc1)c1ccccc1)NCCn1ncccc1=O	3
Cc1ccc(S(C)(=O)=O)cc1NC(=O)c1ccc(S(=O)(=O)N2CC(C)OC(C)C2)cc1 (configuration not stated)	-24
CC1CCN(Cc2nnnn2CCCC(=O)N2CCC(OCc3ccccn3)CC2)CC1	4
Cc1cc(=O)[nH]c(SCC(=O)NC(C)C2CC3CCC2C3)c1C#N (configuration not stated)	-3
COc1ccc(C(N)=NC#N)cc1	-26
Cc1ccc(/C=C2/CCn3c2nc(=O)c2ccccc23)cc1	-5
Cn1cc(C(=O)NCCCc2ccccc2)c2[nH]c(=O)n(Cc3ccccc3)c(=O)c21	-18
COc1ccc(N2C(=O)CC(Nc3ccc4c(c3)NC(=O)CO4)C2=O)cc1OC (configuration not stated)	1
CC(C)OC(=O)CC(NC(=O)CCn1cccn1)c1ccccc1 (configuration not stated)	18
Cc1ccc(C(=O)N2CCN[C@H]3CS(=O)(=O)C[C@H]32)cc1NC(=O)C1CC1	-17
Cc1cc(-c2nnc(CCC(=O)NCc3cccc(C(F)(F)F)c3)o2)no1	-7
O=C(Cc1cccc2ccccc12)NN=Cc1ccc(O)cc1	-8
c1ccc(-c2ncn(C3CCNC3)c2-c2ccc(Sc3ncn[nH]3)o2)cc1 (configuration not stated)	8
CCN1CCCN(S(=O)(=O)c2ccc(F)c(C#N)c2)CC1	-40
CCC(CC)c1nnc(NC(=O)CC2CC3CCC2C3)s1 (configuration not stated)	-4
COc1ccccc1C1c2c(oc3ccc(C)cc3c2=O)C(=O)N1c1nccs1 (configuration not stated)	-8
Cc1ccc(-c2nc(C=Nc3ccc4nc(NC(=O)C5CCCCC5)sc4c3)c(O)o2)cc1	45
c1sc2[n+](c1C13CC4CC(CC(C4)C1)C3)CCN2	0

High-throughput results as filed in PubChem.

A portion of the library; rates above refer to the full screens.
